tuberculosis growth: growth inhibition of non-replicating M. tuberculosis (AID 488890) | Mycobacterium tuberculosis non-replicating, growth inhibition; higher % means a stronger effect | inhibition, % at 25 µM, or IC50 in µM where a hit was titrated | 0.39% of 320,000 active; in the data active = a potency from the dose series; inconclusive = inhibition mostly from about 82% at the one dose, without a potency; inactive = the rest, 99 in 100 with inhibition below about 76%;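 also: plate controls were DMSO cells for no effect and high antibiotic wells for full effect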
Salmonella PhoP GFP: PhoP regulon inhibitors, Salmonella typhi PhoP promoter GFP reporter, confirmatory (AID 1850); Salmonella Typhi PhoP-promoter GFP reporter, fluorescence, 4 h; higher % means a stronger effect; inhibition, % at 50 µM; hits with a dose series show IC50 in µM; 0.33% of 310,000 active; in the data active = a potency from the dose series; inconclusive = inhibition mostly from about 25% at the one dose, without a potency; inactive = the rest, 99 in 100 with inhibition below about 19%;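 also: 0% = induced wells with vehicle and 100% = uninduced wells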
H37Rv inhibition: M. tuberculosis growth inhibition, HTS (AID 449762); M. tuberculosis H37Rv growth inhibition, 7H9 media; higher % means a stronger effect; inhibition, % at 25 µM, or IC50 in µM where a hit was titrated; 0.59% of 330,000 active; in the data active = a potency from the dose series; inconclusive = inhibition above about 70% without an active follow-up result;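 also: bacterial growth assessed after seven days of incubation; strong numbers were not always called active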
influenza NS1A: H1N1 influenza NS1A inhibitors, functional cell based assay (AID 504329); NS1A functional cell-based assay, percent inhibition; higher % means a stronger effect; one-dose inhibition, % at 12.5 µM; IC50 in µM for titrated hits; 0.3% of 340,000 active; in the data active = a potency from the dose series; inconclusive = inhibition above about 27% without an active follow-up result; also: strong numbers were not always called active
inhibitors of VEEV: inhibitors of VEEV TC-83 cytopathic effect, confirmation, Vero cells (AID 588727). inhibition, % at 20 µM, or IC50 in µM where a hit was titrated. 0.13% of 350,000 active. Vero cells, VEEV TC-83 cytopathic effect inhibition; higher % means a stronger effect; in the data active = a potency from the dose series; inconclusive = inhibition mostly from about 14% at the one dose, without a potency; inactive = the rest, 99 in 100 with inhibition below about 12%; also: strong numbers were not always called active
inhibitors of VEEV 10K pilot screen: second read-out of inhibitors of VEEV, no call of its own (marks repeat the call); inhibition, %; measured here: 10K pilot screen inhibition
* marks the source's active call; other numbers are inactive results; i = inactive; ? = inconclusive; . = no result given. Rows were taken by chance. About 1.4% of those tested had a hit in this group.

SMILES	tuberculosis growth	Salmonella PhoP GFP	H37Rv inhibition	influenza NS1A	inhibitors of VEEV	others
COc1cc(C)c(Cl)c(C)c1S(=O)(=O)NCc1ccc2c(c1)OCO2	-3%	3%	-3%	0%	0.6%
CCOC(=O)/C=C1\NC(=O)C(C)S1 (configuration not stated)	-5%	1%	-1%	-3%	1.1%
COc1ccc(N2CCN(C(=O)COC(=O)CNC(=O)c3ccc(C)cc3)CC2)cc1	-2%	3%	-1%	-1%	1.0%
COc1ccc(NC(=S)NC(=O)/C=C/c2ccccc2)cc1	?	5%	1%	-6%	0.2%
COc1cccc(NC(=O)CN(C)CC(=O)NCC(=O)Nc2ccc(F)cc2)c1	12%	.	-8%	-17%	1.9%
Cn1cc(/C=C/c2nc3ccccc3c(=O)n2-c2cccc([N+](=O)[O-])c2)c2ccccc21	-29%	6%	0%	0%	11%
CCN(CC)Cc1ccc(NC(=O)c2sc3cc(Cl)ccc3c2Cl)cc1	i	13%	?	6%	i
CC(=O)Nc1ccc(S(=O)(=O)Nc2nccc(C)n2)cc1	20%	-4%	5%	-7%	0.3%
COC(=O)NC(=S)Nc1ccc(Oc2ccc(Cl)cc2)c(Cl)c1	9%	4%	-6%	-8%	i
CC(Oc1cccc(Cl)c1)c1ccnc2nc(/N=C/N(C)C)nn12 (configuration not stated)	-5%	1%	-6%	-3%	1.9%
COc1cc(/C=N/O)ccc1OCc1ccc([N+](=O)[O-])cc1	68%	-9%	3%	1%	0.3%
c1ccc(-c2noc(C3CCCCC3)n2)nc1	.	-5%	0%	0%	i
CCc1ccccc1N(C(=O)CNC(=O)c1ccco1)C(C(=O)NC1CCCC1)c1cccnc1 (configuration not stated)	-7%	7%	-2%	9%	i
Cc1[nH]n(-c2ccccc2)c(=O)c1/C=N/c1nn[nH]n1	8%	5%	4%	.	0.9%
O=C(Nc1cccc(OCC(=O)N2CCOCC2)c1)c1ccc(C(F)(F)F)cc1	-1%	11%	0%	6%	0.1%
COc1cccc(C2CC(c3ccccc3Cl)n3ncnc3N2)c1 (configuration not stated)	31%	-2%	-1%	-16%	3.4%
CN(C)C(=N)c1n[nH]nc1SCc1ccc(Cl)c(Cl)c1	-10%	-12%	-2%	-10%	1.9%
O=C(NCC1CCCO1)c1cccc(S(=O)(=O)N2CCOCC2)c1 (configuration not stated)	-1%	-7%	-5%	-11%	7.3%
COc1cc(NC(=S)NC(=O)c2ccco2)ccc1NC(=O)C(C)C	32%	0%	-14%	-7%	1.0%
CCCc1cc(=O)oc2cc(OCc3ccc(C(=O)O)cc3)ccc12	2%	-8%	4%	-3%	0.1%
CCc1cccc(NC(=O)CCc2nc(-c3cccs3)no2)c1	.	.	-2%	8%	0.2%
CCN(C(=O)c1c(-c2ccccc2Cl)noc1C)C1CCCCC1	-3%	-3%	4%	7%	i
CCCCC(=O)Nc1ccc(C(=O)Nc2ccc(S(=O)(=O)Nc3ccc(C)cc3)cc2)cc1	-1%	-7%	1%	-7%	0.1%
CCOC(=O)c1ccccc1NC(=O)C1CCCO1 (configuration not stated)	-2%	0%	-4%	-20%	0.9%
CCN1CCN(CCC(=O)Nc2ccccc2)CC1	1%	-4%	1%	-91%	0.7%

Gathered by group: the entries above containing a nitro group on carbon
SMILES	tuberculosis growth	Salmonella PhoP GFP	H37Rv inhibition	influenza NS1A	inhibitors of VEEV	others
Cn1cc(/C=C/c2nc3ccccc3c(=O)n2-c2cccc([N+](=O)[O-])c2)c2ccccc21	-29%	6%	0%	0%	11%
COc1cc(/C=N/O)ccc1OCc1ccc([N+](=O)[O-])cc1	68%	-9%	3%	1%	0.3%

The main list resumes; the 3 compounds before the break are reprinted first.
SMILES	tuberculosis growth	Salmonella PhoP GFP	H37Rv inhibition	influenza NS1A	inhibitors of VEEV	others
CCCCC(=O)Nc1ccc(C(=O)Nc2ccc(S(=O)(=O)Nc3ccc(C)cc3)cc2)cc1	-1%	-7%	1%	-7%	0.1%
CCOC(=O)c1ccccc1NC(=O)C1CCCO1 (configuration not stated)	-2%	0%	-4%	-20%	0.9%
CCN1CCN(CCC(=O)Nc2ccccc2)CC1	1%	-4%	1%	-91%	0.7%
O=C(COC(=O)c1ccccc1SCC(=O)N1CCCC1)Nc1ccc(OC(F)F)cc1	0%	6%	-2%	-3%	9.7%
CCOC(=O)C1(Cc2cccc(F)c2)CCN(C2CCOCC2)CC1	2%	-10%	1%	4%	0.7%
Cc1ccc(S(=O)(=O)N(C)C)cc1NC(=O)COC(=O)/C(=C/c1ccc(F)cc1)c1cccs1	10%	-4%	6%	-1%	1.8%
CS(=O)(=O)c1cnc2c(-c3ccc(F)cc3)cnn2c1N	6%	27%	-11%	-21%	i
CCCCSc1nc(C)c(CC(=O)OC)c(=O)[nH]1	1%	1%	-2%	-1%	i
CS(=O)(=O)N(CCc1ccccc1)CC(=O)N1CCN(c2ccc(F)cc2)CC1	5%	8%	3%	8%	1.2%
CCOc1cc(C(=O)Nc2cc(C)on2)cc(OCC)c1OCC	-12%	7%	-4%	14%	0.2%
COc1ccc(OCC(=O)Nc2cccc(S(=O)(=O)N(C)c3ccccc3)c2)c([N+](=O)[O-])c1	16%	.	0%	-1%	2.6%
CC(C)Oc1ccc(-c2cc(C(=O)NCCN3CCOCC3)c3ccccc3n2)cc1	22%	3%	?	-17%	10%
BrCC(Br)(Br)Br	-13%	.	6%	-5%	2.0%
CC(=C/c1ccc(C(C)C)cc1)/C=N/NC(=O)CSc1ccccn1	?	-5%	?	0%	1.9%
COC(=O)c1nc2ccccc2s1	62%	-12%	8%	6%	2.0%
Cn1cnnc1SC1CCCCC1NS(=O)(=O)c1ccccc1 (configuration not stated)	10%	-8%	0%	-1%	i
COc1ccc(-n2c(SCC(=O)C(C)(C)C)nc3c(sc(=S)n3-c3ccccc3)c2=O)c(OC)c1	52%	2%	53%	4%	2.5%
COc1cccc(-c2nnc(NC(=O)c3ccc(S(=O)(=O)N4CC(C)OC(C)C4)cc3)o2)c1 (configuration not stated)	?	-9%	?	9%	6.4%
CC1CC(C)CN(C(=O)C(Cc2ccccc2)NC(=O)c2ccccc2)C1 (configuration not stated)	-7%	10%	-4%	11%	8.8%
O=C(NC1CC1)C1CCN(c2ncccn2)CC1	1%	-9%	0%	5%	0.2%
Cc1ccccc1NC(=O)CSc1n[nH]c(-c2ccco2)n1	11%	1%	-2%	-4%	i
COC(=O)c1cc(=O)nc2sc(-c3cccs3)nn12	-15%	-2%	-1%	4%	2.4%
Cc1ccccc1CNC(=O)CCCC(=O)n1nc(C)c2ccccc21	-11%	1%	1%	1%	0.5%
O=C(O)CSc1nc2sc3c(c2c(=O)n1Cc1ccccc1)CCCCC3	10%	12%	3%	-1%	1.8%
O=c1oc2ccccc2cc1-c1csc(Nc2nc3c(F)cccc3s2)n1	-12%	4%	5%	7%	1.2%
Cc1n[nH]c2ccccc2c1=O	.	.	.	-17%	i
COc1ccc(CCNC(=O)c2ccccc2OCc2c(C)noc2C)cc1	19%	.	-1%	0%	2.8%
CN(C)S(=O)(=O)c1ccc(Cl)c(NC(=O)CSc2nc3c(cc2C#N)C(=O)CC(C)(C)C3)c1	5%	-2%	-8%	-7%	i

Next results follow:
SMILES	tuberculosis growth	Salmonella PhoP GFP	H37Rv inhibition	influenza NS1A	inhibitors of VEEV	others
Cc1ccc(C(=O)NC(=C(Cl)Cl)S(=O)(=O)c2ccc(Cl)cc2)cc1	17%	-7%	4%	2%	6.9%
CCCCCCCC(=O)OC(CN1CCCCCC1)CN1CCCC1=O (configuration not stated)	-28%	-8%	-1%	0%	1.9%
O=C(CN1C2=NCCN2c2ccccc21)c1cccs1	5%	-2%	-2%	4%	0.7%
CCc1ccc2[nH]c(=O)c(CN(Cc3ccccc3OC)Cc3nnnn3Cc3ccco3)cc2c1	56%	-16%	14%	-2%	4.7%
CCCCCCn1c(SCC(C)C)nc2c1c(=O)[nH]c(=O)n2C	-1%	14%	3%	-4%	i
Cc1nc(CNS(=O)(=O)c2cc([N+](=O)[O-])ccc2C)cs1	-1%	14%	0%	13%	i
NP(=O)(OCCCc1ccccc1)Oc1ccc(Cl)cc1 (configuration not stated)	23%	-30%	40%	-4%	0.3%
Cc1cc(C)cc(NC(=O)CSc2nnc(Cn3c(=O)sc4ccccc43)n2C)c1	-32%	-15%	-7%	10%	0.0%
COc1cccc(-c2nn(C)c3sc(C(=O)NCc4ccccn4)cc23)c1	13%	-7%	-3%	8%	1.1%
O=C1C(Cl)=C(N2CCCCC2)C(=O)N1c1ccccc1	55%	0%	45%	-7%	2.5%
CC(C)(C)OC(=O)NCCCC[C@H](NC(=O)c1[nH]cnc1C(=O)Nc1ccc(Cl)cc1)C(=O)OC(C)(C)C	-1%	-6%	-6%	10%	6.2%
Cc1ccc(NC(=O)/C(=C\c2ccc3c(c2)OCO3)NC(=O)c2ccco2)cc1	-3%	-5%	-4%	4%	7.5%	inhibitors of VEEV 10K pilot screen=1.8
Cc1ccc(CS(=O)(=O)CC(C)(O)c2ccccc2)cc1 (configuration not stated)	-4%	-7%	10%	-21%	0.2%
CC(Oc1ccccc1)C(=O)OCC(=O)N1CC(=O)Nc2ccccc21 (configuration not stated)	1%	7%	3%	-16%	1.2%
Cc1ccc(C)c(/C=N/n2cc(-c3ccccc3)[nH]c2=S)c1	-8%	-14%	-4%	12%	3.2%
COc1ccc(C2C(C(=O)N3CCOCC3)CCC(=O)N2c2cc(OC)c(OC)c(OC)c2)cc1 (configuration not stated)	-6%	-2%	-2%	0%	0.3%
COc1ccc2cc(CN(CCc3ccccc3)Cc3nnnn3Cc3ccco3)c(=O)[nH]c2c1	24%	3%	11%	5%	8.3%
CC(C)C(NS(=O)(=O)c1cccs1)C(=O)NCCN1CCN(c2ccccc2)CC1 (configuration not stated)	32%	3%	1%	-2%	0.3%
Fc1ccc(NCc2nnc3n2CCCCC3)cc1	-6%	0%	-5%	2%	0.5%
Cc1ccc(/C=N/NC(=O)c2ccoc2C)o1	-6%	-4%	-3%	-3%	0.4%
CC(=O)NC1C(=O)N(CCN2CCOCC2)c2ccc(F)cc21 (configuration not stated)	73%	1%	3%	-18%	0.2%
COc1ccccc1C1CCN(c2ccc([N+](=O)[O-])cn2)CC1	26%	9%	0%	-3%	3.0%
COC(=O)c1ccc(/C=C2\SC(=S)N(CCCC(=O)NCCCN3CCOCC3)C2=O)cc1	17%	14%	-11%	10%	10%
COc1ccc(C(=O)COC(=O)CCN2C(=O)C3C4CCC(C4)C3C2=O)cc1 (configuration not stated)	-2%	-6%	4%	5%	i
COc1ccc(-c2cnc3n2CCCCC3)cc1	15%	9%	-12%	-8%	2.5%
O=c1cc(CN2CCN(c3ccccc3F)CC2)c2cc3c(cc2o1)CCCC3	18%	5%	0%	1%	1.9%

In the list so far, these contain a tert-butyl group:
SMILES	tuberculosis growth	Salmonella PhoP GFP	H37Rv inhibition	influenza NS1A	inhibitors of VEEV	others
COc1ccc(-n2c(SCC(=O)C(C)(C)C)nc3c(sc(=S)n3-c3ccccc3)c2=O)c(OC)c1	52%	2%	53%	4%	2.5%
CC(C)(C)OC(=O)NCCCC[C@H](NC(=O)c1[nH]cnc1C(=O)Nc1ccc(Cl)cc1)C(=O)OC(C)(C)C	-1%	-6%	-6%	10%	6.2%

Compound activity from PubChem.
